N370S GC = inhibits or activates N370S mutant glucocerebrosidase; N370S GC spleen homogenate, 4MU-glucoside fluorescence; hit rate 0.092% among 330,000; Potency, µM (highest dose often 59.4 µM), inactives show at the highest dose activity change, negative = inhibition, usual class: inhibitors;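 further: 0% = full enzyme activity and -100% = no enzyme basal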
FEN1 inhibitor = human FEN1 inhibition; Recombinant FEN1 flap cleavage, fluorescence, 15 min; Potency, µM (titrated, usually from 114 µM), for inactives: at the top dose activity change, negative = inhibition, actives largely listed as inhibitors; hit rate 0.35% among 390,000; AID 588795; P39748; further: nearly all actives have a fitted effect of over 65% in size
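Compounds are tested as a concentration series against 10 nM FEN1; after a 15 min room-temperature preincubation, 50 nM substrate starts cleavage, with plate reads at 0 and 15 min. Normalized responses are fitted by a Hill equation.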
GCN5L2 inh = inhibitors of human GCN5L2 histone acetyltransferase | hit rate 0.21% among 390,000 | Potency, µM (series often up to 58.9 µM), for the others: at the top dose activity change, negative = inhibition, actives largely listed as inhibitors | GCN5L2 HAT assay, ThioGlo1 CoA-SH fluorescence | Q92830
Target sequence (Q92830 whole entry, looked up): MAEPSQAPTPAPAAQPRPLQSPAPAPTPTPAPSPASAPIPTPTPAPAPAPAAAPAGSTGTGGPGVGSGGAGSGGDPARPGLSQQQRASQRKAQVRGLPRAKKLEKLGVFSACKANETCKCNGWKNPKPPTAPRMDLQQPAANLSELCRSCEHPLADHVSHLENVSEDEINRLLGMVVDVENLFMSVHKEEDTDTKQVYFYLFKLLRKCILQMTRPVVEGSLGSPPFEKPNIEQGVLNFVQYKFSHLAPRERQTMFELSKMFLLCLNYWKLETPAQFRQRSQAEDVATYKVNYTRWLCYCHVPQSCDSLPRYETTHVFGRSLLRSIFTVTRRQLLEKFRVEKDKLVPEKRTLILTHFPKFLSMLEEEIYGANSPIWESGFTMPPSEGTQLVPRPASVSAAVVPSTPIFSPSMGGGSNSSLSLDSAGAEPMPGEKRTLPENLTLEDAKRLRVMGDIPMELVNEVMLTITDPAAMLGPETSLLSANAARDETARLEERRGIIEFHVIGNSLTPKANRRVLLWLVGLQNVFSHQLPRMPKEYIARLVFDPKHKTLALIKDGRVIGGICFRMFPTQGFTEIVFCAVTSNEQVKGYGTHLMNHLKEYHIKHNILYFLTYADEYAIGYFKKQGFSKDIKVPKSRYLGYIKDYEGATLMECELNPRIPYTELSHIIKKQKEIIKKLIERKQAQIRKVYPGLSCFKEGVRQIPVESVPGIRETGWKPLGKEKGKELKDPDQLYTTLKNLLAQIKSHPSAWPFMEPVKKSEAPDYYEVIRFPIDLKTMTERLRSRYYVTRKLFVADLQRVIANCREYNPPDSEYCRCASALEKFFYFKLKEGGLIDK
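qHTS, 1536-well. 20nM enzyme, pH 7.5 HEPES/EDTA/Tween-20 buffer; 15 min compound preinc., RT. Start: 75uM H3(1-25), 70uM AcCoA, 50uM ThioGlo1. Read Ex340/Em540 at t=0 (autofluorescence flag) and t=20 min.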
Active calls of the source: *; & = joins results of further samples; [ ] = dose if it differs, or a comment. The call rests on the fitted dose curve; in most records, active means well fitted curve in the direction sought with a large enough effect; inconclusive means small, poorly fitted or top-dose-only effect, or another doubt; inactive means no such curve, though single readings can be large; an effect the other way counts as inactive or inconclusive. Unless noted, on the % scale 0 is the no-effect control and ±100 the full control effect; potency means the concentration at half of the fitted maximal effect.

The opening 3 records, ahead of the listing:
For O=C(Nc1cc([N+](=O)[O-])ccc1C(=O)NCCN1CCOCC1)c1ccccc1 the results were N370S GC -6%, FEN1 inhibitor 6% and GCN5L2 inh -13%.
`CCCn1nc(NC(=O)CC)c2cc3cccc(C)c3nc21` gave N370S GC 5%, FEN1 inhibitor 15% and GCN5L2 inh -10%.
`COc1ccc(NC(=S)NCc2ccc(F)cc2)cc1` gave N370S GC -1%, FEN1 inhibitor 7% and GCN5L2 inh 6%.

The list itself, from the first entry:
For O=C(Nc1cc([N+](=O)[O-])ccc1C(=O)NCCN1CCOCC1)c1ccccc1 the results were N370S GC -6%, FEN1 inhibitor 6% and GCN5L2 inh -13%.
`CCCn1nc(NC(=O)CC)c2cc3cccc(C)c3nc21` gave N370S GC 5%, FEN1 inhibitor 15% and GCN5L2 inh -10%.
`COc1ccc(NC(=S)NCc2ccc(F)cc2)cc1` gave N370S GC -1%, FEN1 inhibitor 7% and GCN5L2 inh 6%.
Screening COc1ccc2c(c1)C(=O)CC(c1ccc(OC)c(OC)c1)O2 (centres undefined) returned N370S GC 6%, FEN1 inhibitor 2% and GCN5L2 inh -20%.
Screening NC(=O)CN1C(=O)NC2(CCCc3ccccc32)C1=O (centres undefined) returned N370S GC 6%, FEN1 inhibitor 18% and GCN5L2 inh 1%.
For O=C(c1ccco1)N1CCN(C(=O)C2CCCN(S(=O)(=O)Cc3ccccc3)C2)CC1 (centres undefined) the results were N370S GC -8%, FEN1 inhibitor 0% and GCN5L2 inh 3%.
Screening COc1ccccc1N1CCN(CCCCCCOc2ccc(F)cc2)CC1 returned N370S GC -1%, FEN1 inhibitor -16% and GCN5L2 inh -2%.
Screening C[C@@H]1CCC2[C@](C)(CO)[C@@H](O)CC[C@]2(C)[C@@]12CC[C@@](CO)(CC(=O)O)O2 (some centres undefined) returned N370S GC -1%, FEN1 inhibitor -5% and GCN5L2 inh -21%.
CCOC(=O)c1c(Cl)c(C)nn1-c1nc(OC)cc(OC)n1 was read as N370S GC 10%, FEN1 inhibitor 3% and GCN5L2 inh -1%.
For CC(=O)c1ccc(N2CCN(c3ncnc4c3nc3n4CCCC3)CC2)cc1 the results were FEN1 inhibitor 5% and GCN5L2 inh -9%.
Screening O=C1Nc2ccc(S(=O)(=O)NCC3CCCO3)c3cccc1c23 (centres undefined) returned N370S GC 5%, FEN1 inhibitor -10% and GCN5L2 inh -22%.
`Cc1cccc(NC(=O)CSc2nc(=O)n(CCN3CCOCC3)c3c2CCC3)c1C` gave FEN1 inhibitor 4% and GCN5L2 inh -2%.
COc1ccc(C(=O)c2ccc(CC#N)s2)cc1 was read as N370S GC 7%, FEN1 inhibitor -14% and GCN5L2 inh -13%.
Screening Cc1cc(C)cc(NC(=O)c2ccc3c(O)c(S(=O)(=O)c4ccccc4)c(=O)[nH]c3c2)c1 returned FEN1 inhibitor inconclusive and GCN5L2 inh -11%.
CC(C(=O)N1CCOCC1)c1ccccc1 (centres undefined) was read as FEN1 inhibitor -2% and GCN5L2 inh -4%.
`CC1(C(=O)N(CC(=O)NC2CCCC2)Cc2ccc(Cl)cc2)CC(=O)N=C2C=CC=CN21` (centres undefined) gave N370S GC inconclusive, FEN1 inhibitor 0% and GCN5L2 inh -2%.
For COC(=O)Cn1c(=NC(=O)c2nc3ccccc3s2)sc2cc(S(C)(=O)=O)ccc21 the results were N370S GC -1% and GCN5L2 inh -7%.
Screening COc1ccc(CNC(=O)C(c2ccncc2)N(C(=O)Cc2cccs2)c2ccc(C)cc2)cc1 (centres undefined) returned N370S GC -4%, FEN1 inhibitor -18% and GCN5L2 inh -12%.
O=C(Nc1ccc(S(=O)(=O)NCc2ccccc2)cc1)C1CCCCC1 was read as N370S GC -3%, FEN1 inhibitor -3% and GCN5L2 inh 0%.
Screening O=C(/C=C/c1ccc2ccccc2n1)N1CCN(S(=O)(=O)c2ccc(F)cc2)CC1 returned N370S GC 8%, FEN1 inhibitor -12% and GCN5L2 inh 10%.
For CCc1cccc(C)c1NS(=O)(=O)c1cc(-c2cc(C)no2)ccc1C the results were FEN1 inhibitor 1% and GCN5L2 inh -6%.
`CCOc1ccc(-n2c(-c3ccc(Cl)cc3)c[n+]3c2SCC3)cc1` gave N370S GC 10%, FEN1 inhibitor 0% and GCN5L2 inh -11%.
`Cc1ccc(NC(=O)CCc2nc3ccccc3c(=O)[nH]2)cc1S(=O)(=O)N1CCOCC1` gave N370S GC 0%, FEN1 inhibitor -3% and GCN5L2 inh -4%.
`Cc1ccc(C(=O)Nc2ncc(Cc3ccccc3)s2)o1` gave N370S GC -12%, FEN1 inhibitor -10% and GCN5L2 inh -4%.
`CCCN1C(=O)/C(=C/c2ccc(N3CCOCC3)cc2)NC1=S` gave N370S GC -9%, FEN1 inhibitor -3% and GCN5L2 inh -9%.
Screening COc1ccc(CCNC(=O)c2nnn(CC(=O)Nc3ccccc3)c2N)cc1OC returned N370S GC 5%, FEN1 inhibitor inconclusive and GCN5L2 inh -20%.
`CC(C)=C(NC(=O)c1ccccc1Br)C(=O)NCCc1nc2ccccc2[nH]1` gave N370S GC -4%, FEN1 inhibitor -1% and GCN5L2 inh 0%.
For O=C(NCCO)c1cc2ccccc2cc1O the results were N370S GC inconclusive, FEN1 inhibitor 0% and GCN5L2 inh 4%&0%.
Screening O=[N+]([O-])c1ccc(N(CC(O)CN2CCCCC2)S(=O)(=O)c2ccccc2)cc1 (centres undefined) returned N370S GC -10%, FEN1 inhibitor -1% and GCN5L2 inh -2%.
Screening Cc1nc2cc(NC(=O)Nc3ccccc3Cl)ccc2n1C returned N370S GC -27%, FEN1 inhibitor -6% and GCN5L2 inh 2%.
`O=C(CSc1nc(-c2ccco2)cc(C(F)(F)F)n1)NCC1CCCO1` (centres undefined) gave N370S GC 5%, FEN1 inhibitor -14% and GCN5L2 inh -1%.
For COc1ccc(/C=N/NC(=O)c2ccc(CN3C(=O)c4cccc5cccc3c45)cc2)cc1O the results were N370S GC 13%, FEN1 inhibitor inconclusive and GCN5L2 inh -21%.
`COc1ccc(NC(C)=O)cc1S(=O)(=O)NC(Cc1ccccc1)C(=O)NCc1ccccc1C` (centres undefined) gave N370S GC -5%, FEN1 inhibitor -7% and GCN5L2 inh -16%.
Screening CCc1ccccc1NC(=O)c1nn(-c2ccc(C)cc2)c(=O)c2c1c1ccccc1n2C returned FEN1 inhibitor 5% and GCN5L2 inh -3%.
Cc1ccc(CN2CCNC(=O)C2CC(=O)NC2CCCCCC2)o1 (centres undefined) was read as N370S GC -2%, FEN1 inhibitor 19% and GCN5L2 inh -5%.
CN(C)c1ccc(/C=N\NC(=O)c2ccc(Cn3cc(Cl)cn3)cc2)cc1 was read as N370S GC -12%, FEN1 inhibitor 1% and GCN5L2 inh -5%.
`CC(C)NC(=O)NC(=O)COC(=O)/C=C/c1ccc2c(c1)OCO2` gave N370S GC -25%, FEN1 inhibitor 3% and GCN5L2 inh -8%.
`COc1ccccc1CNCC(O)(c1ccc(F)cc1)c1ccc(F)cc1` gave N370S GC -5%, FEN1 inhibitor 5% and GCN5L2 inh -3%.
Screening COCc1ccc(CN2CCCC(CO)(Cc3cccc(Cl)c3)C2)o1 (centres undefined) returned N370S GC -4%, FEN1 inhibitor -10% and GCN5L2 inh inconclusive.
CCn1c(SC(=O)NC2CCCCC2)nnc1-c1cccs1 was read as N370S GC 2%, FEN1 inhibitor -3% and GCN5L2 inh -8%.
O=C(Nc1ccc(NC(=O)c2cccs2)cc1)c1cccnc1 was read as N370S GC -2%, FEN1 inhibitor -5% and GCN5L2 inh 9%.
`CC(C)(C)C(=O)Nc1c2c(nc3c1CCC3)CCCC2` gave N370S GC 18%, FEN1 inhibitor -3% and GCN5L2 inh -1%.
For CCOc1ccc(N(CC(=O)Nc2ccc(C)cc2)S(C)(=O)=O)cc1 the results were N370S GC -2%, FEN1 inhibitor 2% and GCN5L2 inh -1%.
`CCOC(=O)c1cc2c(ccn2C)n1Cc1ccc(Cl)cc1` gave N370S GC 24%, FEN1 inhibitor inconclusive and GCN5L2 inh -1%.
C/C(=N\NC(=O)C(=O)Nc1c(C)n(C)n(-c2ccccc2)c1=O)c1ccncc1 was read as N370S GC -4%, FEN1 inhibitor -3% and GCN5L2 inh 1%.
For O=C(NC1CCN(C(=S)NCCc2ccccc2)CC1)C1CC1 the results were N370S GC -8%, FEN1 inhibitor 21% and GCN5L2 inh 1%.
Screening COc1ccc2c(c1)CC(C(=O)NCc1ccc(F)cc1)CO2 (centres undefined) returned FEN1 inhibitor 4% and GCN5L2 inh -12%.
CCN(CC)Cc1nc2c(c(=O)[nH]1)C(CC)(CC)Cc1ccccc1-2 was read as N370S GC -12%, FEN1 inhibitor 5% and GCN5L2 inh -1%.
For Cc1ccc(-c2nnc(Nc3ccc(Cl)cc3)c3ccccc23)cc1S(=O)(=O)NCC1CCCO1 (centres undefined) the results were FEN1 inhibitor -2% and GCN5L2 inh -10%.
`CCOc1ccc(NC(=O)CCN2C(=O)c3cccc([N+](=O)[O-])c3C2=O)cc1` gave N370S GC -5%, FEN1 inhibitor -1% and GCN5L2 inh -10%.
Screening O=C1c2cccnc2C(O)N1Cc1ccc(F)cc1 (centres undefined) returned N370S GC 0%, FEN1 inhibitor 2% and GCN5L2 inh -6%.
For CC1CCCN(C(=O)c2cc3c(=O)n4ccccc4nc3s2)C1 (centres undefined) the results were N370S GC inconclusive, FEN1 inhibitor -14% and GCN5L2 inh -4%.
For C/C(=N\NC(=O)CN1CCCCC1)c1ccccc1O the results were N370S GC -4%, FEN1 inhibitor -12% and GCN5L2 inh 3%.
O=C(Cc1ccccc1)Nc1ccc(-c2nnc(-c3ccco3)o2)cc1 was read as N370S GC 4%, FEN1 inhibitor -2% and GCN5L2 inh -6%.
`O=C(CCN1C(=O)/C(=C/c2ccc(F)cc2)SC1=S)N[C@@H](CO)Cc1ccccc1` gave N370S GC -1%, FEN1 inhibitor 20% and GCN5L2 inh 8%.
For C=CCNC(=S)N1CCN(CCNC2=CC(=O)CC(C)(C)C2)CC1 the results were N370S GC -7%, FEN1 inhibitor 3% and GCN5L2 inh -29%.
COc1ccccc1NC(=O)Cn1cnc2c(nnn2-c2ccc(C)cc2)c1=O was read as N370S GC 4%, FEN1 inhibitor -10% and GCN5L2 inh -6%.
COc1ccc(C(c2sc3nc(C)nn3c2O)N2CCC3(CC2)OCCO3)cc1 (centres undefined) was read as N370S GC -5%, FEN1 inhibitor 33% and GCN5L2 inh -12%.
For COc1ccc(NC(=O)c2cc3c(COC(C)=O)cnc(C)c3oc2=Nc2cccc(C(=O)O)c2)c(OC)c1 the results were N370S GC -12%, FEN1 inhibitor inconclusive and GCN5L2 inh 3%.
COc1ccc(-c2nnn(CC(=O)N(CC(=O)NCCC(C)C)c3ccccc3)n2)cc1OC was read as N370S GC 4%[2.35 µM], FEN1 inhibitor 12% and GCN5L2 inh -1%.

Retrieved by compound from the entries so far, 3 records:
COc1ccc(-c2nnn(CC(=O)N(CC(=O)NCCC(C)C)c3ccccc3)n2)cc1OC was read as N370S GC 4%[2.35 µM], FEN1 inhibitor 12% and GCN5L2 inh -1%.
COc1ccc(C(=O)c2ccc(CC#N)s2)cc1 was read as N370S GC 7%, FEN1 inhibitor -14% and GCN5L2 inh -13%.
`O=C(CCN1C(=O)/C(=C/c2ccc(F)cc2)SC1=S)N[C@@H](CO)Cc1ccccc1` gave N370S GC -1%, FEN1 inhibitor 20% and GCN5L2 inh 8%.

New compounds follow.
`CCOc1ccc(C(=O)O)cn1` gave N370S GC 6%, FEN1 inhibitor 21% and GCN5L2 inh 2%.
Screening Cc1ccc(C)c(NC2=NS(=O)(=O)c3ccccc32)c1 returned N370S GC 4%, FEN1 inhibitor -5% and GCN5L2 inh 2%.
COC(=O)c1ccc(-n2cncn2)c(F)c1 was read as N370S GC 2%, FEN1 inhibitor -15% and GCN5L2 inh -7%.
Screening Cc1ccc(NC(=O)NCc2ccccn2)cc1Cl returned N370S GC 1%, FEN1 inhibitor -11% and GCN5L2 inh -5%.
For CCOc1ccccc1CNc1nc2nc(C)cc(C)n2n1 the results were FEN1 inhibitor 23% and GCN5L2 inh 1%.
For O=C(O)c1cc2nc(-c3ccccc3)cc(-c3ccccc3)n2n1 the results were N370S GC 5%, FEN1 inhibitor -8% and GCN5L2 inh -4%.
For COc1ccc(S(=O)(=O)N2CCC(C)CC2)cc1Br the results were N370S GC 14%, FEN1 inhibitor 0% and GCN5L2 inh -11%.
Screening CCOc1ccccc1CNC(=O)Cc1ccc(NC(=O)N2CCCCc3ccccc32)cc1 returned FEN1 inhibitor 7% and GCN5L2 inh 0%.
For CC(C)(C)Nc1nc(N)nc(Cl)n1 the results were N370S GC 5%, FEN1 inhibitor -1% and GCN5L2 inh 13%.
For Cc1c(C(=O)O)sc2ncnc(N3CCCCC3C)c12 (centres undefined) the results were N370S GC 0%, FEN1 inhibitor -4% and GCN5L2 inh -2%.
`CCc1nc(CNC(=O)C2CCC(=O)N(CCc3ccc(OC)cc3)C2)cs1` (centres undefined) gave N370S GC -3%, FEN1 inhibitor -1% and GCN5L2 inh -9%.
